P. falciparum M17LAP: P. falciparum M17LAP inhibitors, primary screen, biochemical, fluorogenic H-Leu-NHMec substrate, 1536-well (AID 1619); actives 0.38% (n = 220,000); one-dose inhibition, % at 30 µM; IC50 in µM for titrated hits; Leucine aminopeptidase (Plasmodium falciparum (isolate 3D7)); recombinant M17LAP, H-Leu-NHMec fluorogenic kinetic assay; higher % means a stronger effect;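 active = compound inhibiting the enzyme by more than half at any dose during confirmatory dose-response retesting; inconclusive = strong single-dose inhibitors picked by rank but not retested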;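 note: plate controls were full reaction with DMSO carrier for no effect and no enzyme background for full effect; strong numbers were not always called active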
Yfh1-depleted yeast: enhancers of respiration in Yfh1-depleted yeast, dose response, Friedreich's ataxia, plus single-dose screen (AID 1465). S. cerevisiae Yfh1-off respiration, WST-1 reduction, 72 h; higher fold induction means a stronger effect. fold induction at 50 µM, or EC50 in µM where a hit was titrated. actives 0.074% (n = 220,000);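 active = fold induction of absorbance versus untreated yeast above a set limit, then at least 30% activation at any dose in follow-up; inconclusive = repeats straddling the limit, or above it without dose testing; inactive = fold induction below the set limit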;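 note: activators that raise dye reduction in frataxin-depleted yeast; strong numbers were not always called active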
MT stabilizer: microtubule stabilizers in HeLa cells, primary screen, imaging, high-content imaging; HeLa tubulin immunostaining HCS, 24 h; share of cells brighter than vehicle mean+2SD; % tubulin-high responders, % at 10 µM; actives 0.83% (n = 200,000);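 active = plate Z-score above 3 for both tubulin-high and condensed-nucleus cell shares, with cell loss under 80%, at 10 µM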;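 note: anti alpha tubulin signal scored within the nucleus-defined area of each cell; some results filed as inactive read as strong as hits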
M1AAP inhibition: P. falciparum M1AAP inhibitors, biochemical, fluorogenic H-Leu-NHMec substrate, 1536-well (AID 1445); Aminopeptidase N (Plasmodium falciparum (isolate 3D7)); recombinant M1AAP, H-Leu-NHMec fluorogenic kinetic assay; higher % means a stronger effect; inhibition, % at 30 µM; hits with a dose series show IC50 in µM; actives 0.42% (n = 220,000);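 active = primary inhibition above the hit cutoff, then over 50% inhibition at one or more dose response concentrations, cut at about 23% in these data, passing the limit was not always enough; inconclusive = conflicting primary data, or primary hits not chosen for dose response; inactive = low primary inhibition, or under 50% at every dose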;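 note: plate controls were DMSO full reaction for no effect and no enzyme background for full effect; strong numbers were not always called active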
Hep lipid drop: inhibitors of hepatocyte lipid droplet formation, primary screen, imaging, high-throughput imaging, BODIPY stain. AML12 mouse hepatocytes, oleate lipid droplets. actives 0.4% (n = 240,000). inhibition, % at 6.5 µM;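 active = lipid droplet intensity inhibited by at least 50%, with more than 500 cells counted; inconclusive = wells with under 300 cells, treated as cytotoxic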
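Technique: fluorescence imaging, 20x objective, two fields per well / Assay system: AML12 hepatocytes (mouse) / Measure: % inhibition of lipid droplet signal / Doses: 6.5 µM single-point dosing / Incubation: overnight exposure / Reagent: 100 µM oleic acid challenge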
Autophagy mod: autophagy modulators in MEF cells, primary screen, imaging, high-content, MEF GFP-LC3; MEF GFP-LC3 puncta imaging; test concentration mostly 10 µM; calls only at 10 µM (by protocol); actives 0.98% (n = 190,000);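 active = percentage of spot-positive cells more than 3 SD above its plate mean, without a fluorescence outlier flag or 80% toxicity; inconclusive = no clear call, values can overlap the other calls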;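 note: spot-positive cell cutoff set from DMSO-treated cells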
CSM14.1 death rescue: rescue of cells from ER stress-induced death, primary screen, 384-well, CSM14.1, thapsigargin, ATP luminescence (AID 1222). CSM14.1 thapsigargin-induced death rescue, ATP luminescence; higher % means a stronger effect. one-dose cellular ATP content (survival), % at 20 µM; EC50 in µM for titrated hits. 190,000 tested, under 10 active;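 active = EC50 below 50 µM in the dose-response confirmation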;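 note: death triggered by thapsigargin at about 15 µM added after 2 h compound pretreatment; cell ATP read after overnight thapsigargin exposure of roughly 18 to 22 hours; normalized against plate controls of thapsigargin alone and 5% DMSO vehicle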
Insulin prom up: insulin promoter activators in MIN6 cells, imaging, high-content screening, mouse beta cells; z-score at 5 µM; MIN6 insulin promoter-GFP reporter; stronger effect = higher value; actives 0.3% (n = 190,000); AID 1625, 2009;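 active = z-score above 3 at 5 µM with at least 500 cells counted in the well; inconclusive = wells under 500 cells, flagged as cytotoxic or low count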
Dynein transport: inhibitors of GR-EGFP nuclear translocation, primary screen, dynein cargo transport inhibitor project, imaging, high-content, 3617.4 mouse cells; actives 0.47% (n = 220,000); z-score, hits read low; AID 1381, 2008; test concentration mostly 20 µM; stimulated with dexamethasone, 1 µM; stronger effect = lower value;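 active = plate z-score of nuclear minus cytoplasmic receptor signal below a set negative limit, without overly bright fluorescence or cell loss, cut at about -3.5 in these data, passing the limit was not always enough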;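 note: z-score of nuclear minus cytoplasmic ring GR-EGFP intensity difference per well; some compounds called inactive have numbers as strong as hits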
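medium = tetracycline-free induction medium containing charcoal-stripped FBS | also added = 1.0 µM final dexamethasone stimulus | schedule = 48 h induction, 1 h compound, 30 min dex at 37 °C | technique = fixed, Hoechst-stained cells imaged at 10x for EGFP | measure = GR-EGFP nuclear translocation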
Dynein transport cytoplasmic EGFP: second read-out of Dynein transport, no call of its own (marks repeat the call); z-score; measured here: cytoplasmic GR-EGFP intensity; stronger effect = higher value
Dynein transport nuclear GR-EGFP: also measured in Dynein transport; calls as there; z-score; measured here: nuclear GR-EGFP intensity;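 lower value marks the stronger effect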
Dynein transport cell count: recorded beside Dynein transport, whose call it bears; z-score; measured here: cell count per field
Insulin prom up cell count: recorded beside Insulin prom up, whose call it bears; cell count; measured here: cytotoxicity, nuclei count;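 total cells summed across four imaged fields per well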
Hep lipid drop cells 6.5 µM: second read-out of Hep lipid drop, no call of its own (marks repeat the call); cell count; measured here: cell count, cytotoxicity flag;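 cells counted across two imaged fields per well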
MT stabilizer Hoechst-high %: recorded beside MT stabilizer, whose call it bears; % Hoechst-high responders; measured here: nuclear condensation Hoechst responders;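 share of cells brighter than vehicle mean plus two SD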
MT stabilizer cytotoxicity %: second read-out of MT stabilizer, no call of its own (marks repeat the call); toxicity, %; measured here: cytotoxicity by cell density;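 0% = mean cell density of plate MIN control wells and 100% = no cells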
Autophagy mod cell loss 18 h: second read-out of Autophagy mod, no call of its own (marks repeat the call); toxicity, %; measured here: cell loss, nuclei count;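 cell loss after 18 h compound exposure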
Active calls of the source: *; i = inactive; ? = inconclusive; . = not tested or not shown. No enrichment for hits (roughly 3.5% active in at least one column).

SMILES	P. falciparum M17LAP	Yfh1-depleted yeast	MT stabilizer	MT stabilizer Hoechst-high %	MT stabilizer cytotoxicity %	M1AAP inhibition	Hep lipid drop	Hep lipid drop cells 6.5 µM	Autophagy mod	Autophagy mod cell loss 18 h	CSM14.1 death rescue	Insulin prom up	Insulin prom up cell count	Dynein transport	Dynein transport cytoplasmic EGFP	Dynein transport nuclear GR-EGFP	Dynein transport cell count
CCCC(=O)Nc1cc(-c2nn(C)c(=O)c3ccccc23)ccc1N1CCOCC1	10%	i	1.5	1.5	4.6	7%	20	747	i	2	0.7%	-0.27	879	-0.65	-0.12	-0.089	0.31
NC(=S)N/N=C\c1ccccc1OCc1ccccc1	-4%	i	5.5	5.3	11	8%	12	624	i	2	1.7%	0.12	1121	-0.98	-0.28	-0.68	1.5
CC(C)(C)N1CSC(=S)N(Cc2ccccc2)C1	5%	i	2.8	2.9	3.6	5%	3	679	i	19	2.0%	-0.2	1250	-1.9	-0.028	-1.2	0.62
COc1cc(OC)nc(NC2OC(=O)c3ccccc32)n1 (centres undefined)	-9%	i	1.4	2.1	7.4	5%	0	593	i	-1	.	1	1120	0.48	-0.21	0.11	0.91
O=C(Nc1ccc(-n2cnnn2)cc1)C1CCC1	4%	i	5.0	3.5	6.0	1%	.	.	i	4	0.6%	1.3	1163	-0.045	-0.24	0.058	-0.057
Cc1cc2nc3c(=O)n(C4CCCCC4)c(=O)[nH]c3nc2cc1N	-9%	?	4.8	2.3	4.0	2%	0	620	i	-13	0.2%	.	.	-0.44	-0.21	-0.57	0.058
CCc1ccc(C2NC(=S)NC3=C2C(=O)CC(C)(C)C3)cc1 (centres undefined)	-1%	i	5.6	2.9	5.6	-1%	-10	513	i	-1	0.6%	1.4	1461	-0.22	-0.086	-0.17	-0.26
COc1ccc(NC(=O)C(NS(=O)(=O)c2ccc3c(c2)CCCN3C(C)=O)C(C)C)c(OC)c1 (centres undefined)	-9%	i	1.2	4.6	9.1	-1%	.	.	i	8	-1.6%	-0.16	1180	0.012	-0.086	0.15	0.67
S=C(Cc1ccc(Cl)cc1)N1CCOCC1	-2%	i	1.4	1.9	6.1	2%	-4	713	i	-2	-0.9%	-0.18	1290	0.14	-0.23	0.35	-0.48
Cc1cc(C(=O)N/N=C/c2ccccc2[N+](=O)[O-])c(C)o1	20%	i	2.0	0.6	4.0	3%	6	715	i	-8	-1.7%	0.21	1577	0.97	-0.26	1.2	-0.99
Cn1c(=O)[nH]c2nnc(-c3ccc(Cl)c(Cl)c3)nc2c1=O	0%	i	.	.	.	6%	3	746	.	.	.	-0.17	1176	-1.1	-0.85	-0.9	0.5
O=C(Nc1ccc(Br)cc1)c1ccco1	-8%	i	3.2	1.8	2.3	2%	3	717	i	7	2.1%	-0.06	881	-0.097	-0.26	-0.13	0.48
CC1Cc2ccccc2N1C(=O)CSc1nc2c(c(=O)n(C)c(=O)n2C)n1Cc1ccccc1 (centres undefined)	-1%	i	4.2	3.8	6.4	-2%	.	.	i	-6	1.2%	.	.	2.7	-0.13	2.1	-1
CC1CCCC2(C1)NC(=S)N(c1ccccc1)N2 (centres undefined)	3%	i	3.7	1.7	6.3	-2%	.	.	i	2	-2.5%	1.6	1623	0.15	-0.27	-0.57	-0.17
CC(C)S(=O)(=O)c1nsc2nc(=O)c(/C=C3\C=Nc4ccccc43)c(N)n12	39%	i	2.7	1.3	2.9	37µM*	1	659	i	14	-0.4%	0.08	1582	-0.036	-0.23	-0.26	0.94
CCOP(=O)(OCC)C(Nc1cccc(C(F)(F)F)c1)c1ccc(F)cc1 (centres undefined)	19%	i	1.7	1.7	3.4	5%	-10	546	i	11	11%	-0.06	1543	0.09	-0.24	0.13	-0.019
COc1ccc(/C=C/C(=O)NCC(=O)N/N=C(/CCC(=O)O)c2ccccc2)cc1	-2%	i	.	.	.	3%	1	699	.	.	.	0.01	1532	-0.12	-0.24	-0.1	0.95
CCCOc1ccc(C(=O)c2ccccc2C(=O)O)cc1OCCC	-2%	i	.	.	.	3%	15	775	.	.	.	-0.71	1191	0.1	-0.22	-0.0074	0.25
COc1ccc(CCNC(=O)CN(c2ccc(C)cc2)S(=O)(=O)c2c(C)noc2C)cc1OC	9%	i	2.2	2.1	10	11%	.	.	i	-4	-0.8%	-1.8	946	-0.39	-0.2	-0.033	0.71
C=CCOc1ccc(/C(CC)=N/O)c(OC)c1	7%	i	9.9	2.4	13	-7%	17	797	i	-1	0.6%	-0.21	1182	-0.2	-0.26	0.18	1.3
COc1ccc(/C(C)=N/OCC(=O)N=Nc2c(O)[nH]c3ccccc23)cc1	6%	i	2.9	3.0	9.2	21%	17	594	i	-19	-3.8%	.	.	-0.61	-0.25	-0.14	0.26
COC(=O)c1cc2c(-c3ccccc3)cc3ccccn3c-2c1C(=O)OC	16%	i	4.1	1.4	6.6	6%	.	.	i	-6	3.8%	.	.	0.9	0.65	0.99	-0.051
Cc1ccc(NC(=O)CCS(=O)(=O)c2cccc3nonc23)cc1	9%	i	3.7	1.7	7.8	-3%	9	722	i	2	-0.8%	0.54	1407	-0.54	0.25	-0.71	0.01
CN1CCN(C(=O)C2CCN(S(=O)(=O)c3cnc[nH]3)CC2)CC1	-13%	i	1.7	2.6	4.8	6%	0	754	i	-8	-1.2%	0.12	1361	-0.25	-0.25	0.06	0.14
C(=C\c1nc(-c2cccnc2)no1)/c1ccccc1	21%	i	3.5	2.5	4.8	-1%	4	738	i	5	-0.4%	-1.6	1720	0.48	-0.31	0.45	-0.41
COC(=O)C1C(c2ccc(Br)cc2)Nc2nnc(C(F)(F)F)n2C1(C)O (centres undefined)	-4%	i	2.1	3.4	8.5	4%	10	701	i	-12	-1.7%	-0.35	1413	-1.7	0.24	-0.99	-0.52
COCCn1c(SCC(=O)Nc2cc(C)on2)nnc1-c1c[nH]c2ccccc12	-5%	i	2.1	4.4	6.4	3%	.	.	i	6	-0.6%	-0.92	924	-0.49	-0.19	-0.1	0.28
COc1ccc(CNc2oc(-c3cccc4ccccc34)nc2P(=O)(OC)OC)cc1	3%	i	3.0	1.9	5.6	20%	-8	716	i	3	-0.7%	2.5	1246	1.5	-0.093	1.5	-2.1
Cc1ccc(C(=O)NCCSC(C)(C)C)cc1	6%	i	0.9	0.7	18	4%	9	790	i	7	-1.5%	0.49	963	0.31	-0.24	-0.15	0.034
COC(=O)[C@H]1C[C@@H]1[C@H](NC(=O)c1ccccc1)c1ccccc1	2%	i	4.9	2.6	7.2	-1%	-2	749	i	6	-3.1%	0.04	975	-0.24	-0.33	0.23	1
O=C(CSc1nnc(-c2ccco2)o1)c1ccccc1	0%	i	2.9	2.6	2.5	-2%	.	.	i	-1	-1.5%	0.84	1213	-0.72	-0.2	-0.19	0.9
O=C(CCn1[nH]c(=O)c2ccccc2c1=O)NCCO	4%	i	5.2	1.9	2.5	4%	0	736	i	-1	-1.1%	-0.08	1215	1.9	-0.27	-0.0066	-0.51
O=C(NC(Cc1ccccc1)C(=O)O)/C(=C\c1ccco1)NC(=O)c1ccccc1 (centres undefined)	16%	i	5.1	2.1	5.9	12%	-3	642	i	8	-1.9%	-0.21	1232	-0.41	-0.26	-0.44	0.4
C=CCn1c(CSc2nc3ccccc3s2)nnc1SCC(=O)OCC	8%	i	3.0	1.1	17	6%	-8	661	i	9	-2.1%	0.55	1660	0.89	-0.5	0.22	-0.29
CC1CCCCN1CC(=O)Nc1sc2c(c1C#N)CCC2 (centres undefined)	2%	i	2.0	1.4	4.9	-1%	.	.	i	7	1.0%	0.2	1276	-0.084	-0.025	0.22	0.13
COC(=O)c1sccc1NC(=O)C1CC(C)=C(C)CC1C(=O)O (centres undefined)	12%	i	.	.	.	7%	13	689	.	.	.	0.62	1506	1.1	-0.25	0.34	-0.89
CCOc1ccc(NC2=NCC(=O)N2CCc2ccccc2)cc1	12%	.	1.7	1.1	3.8	10%	.	.	i	8	-2.0%	-0.35	1012	-0.92	-0.18	-0.54	1.4

Compound activity (PubChem BioAssay)
